From PubChem BioAssay
SMARCA2 act: SMARCA2 function activation, primary screen. activation, % at 9.1 µM. AID 652017. 1% of 370,000 active. MG213 cells, MMTV-luciferase reporter, dexamethasone, overnight; in the data active = activation above about 7.8%;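 also: 0% = vehicle wells and 100% = reference activator wells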
NPR1 activator: GC-A (human) enzyme activation | P16066 | HEK293 GC-A cells, cGMP TR-FRET, EC30 ANP; 0% at EC30 ANP, 100% saturating ANP | activation, % at 10 µM | 0.14% of 370,000 active | AID 1671463; in the data active = activation above about 40%
hcDAF-12 act: activators of H. contortus DAF-12 nuclear receptor; 1.4% of 370,000 active; activation, % at 6.8 µM; HEK293 hcDAF-12 lit1-tk-luc reporter, luminescence; 0% DMSO, 100% Δ7-dafachronic acid;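 active = activation above the mean of all tested compounds plus 3 SD, cut at about 5.5% in these data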;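 also: 100% = response to 3 µM Δ7-dafachronic acid high control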
PG9 binder: small molecules binding HIV-1 gp120 antibody PG9; inhibition, % at 6.7 µM; 0.43% of 360,000 active; AID 624416; TR-FRET gp120-PG9 antibody binding; in the data active = inhibition above about 8.5%
ADAM10 inh: ADAM10 inhibition, QFRET primary screen; 0.62% of 370,000 active; inhibition, % at 7 µM; AID 720582; recombinant ADAM10, EDANS/DABCYL FRET peptide cleavage, 3 h;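 active = inhibition above a per-campaign cutoff equal to the mean of compounds falling between control-based bounds plus 3 SD, cut at about 20% in these data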;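 also: 0% = DMSO wells while the 100% control is not disclosed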
GAA850 FXN act: increases GAA850 frataxin promoter reporter activity. activation, % at 6 µM. 0.56% of 360,000 active. AID 540364. HEK293 lucGAA850 FXN promoter luciferase reporter, 24 h; percent of 10 µM SAHA response;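 active = activation above the average of all compounds screened plus 3 SD, cutoff fixed separately per campaign, cut at about 7.5% in these data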;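 also: 0% = DMSO wells and 100% = 10 µM SAHA wells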
ssDAF-12 act: S. stercoralis DAF-12 activation, primary screen | 1% of 370,000 active | HEK293 ssDAF-12/GRIP1 lit1-tk-luc reporter, luminescence; % of 3 µM dafachronic acid response | activation, % at 6.8 µM;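 active = activation above the mean over all tested compounds plus 3 SD, cut at about 0.9% in these data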;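 also: 0% = DMSO-only wells and 100% = 3 µM delta7-dafachronic acid wells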
hgDAF-12 ag: activates the H. glycines DAF-12 receptor ligand-binding domain. HEK293 GAL4-hgDAF12 UAS-luciferase reporter, agonist luminescence; normalized to butyrate control. AID 687014. 1.8% of 370,000 active. activation, % at 6.8 µM;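 active = activation above a cutoff set at the mean of all screened compounds plus 3 SD, cut at about 10% in these data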;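 also: 0% = DMSO wells and 100% = sodium butyrate wells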
DAX1 inh-1: inhibitors of human orphan nuclear receptor DAX1 (NR0B1); AID 504766; 0.99% of 340,000 active; HEK293 Gal4-DAX1 luciferase reporter, luminescence; P51843; inhibition, % at 6.75 µM;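 active = inhibition above the mean over all tested compounds plus 3 SD, cut at about 4.2% in these data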;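 also: 0% = DAX1-transfected cells with DMSO and 100% = empty-vector control cells with DMSO; inhibition shows as a rise in luminescence from relieved DAX1 repression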
Target sequence (P51843 207-470 limits assumed): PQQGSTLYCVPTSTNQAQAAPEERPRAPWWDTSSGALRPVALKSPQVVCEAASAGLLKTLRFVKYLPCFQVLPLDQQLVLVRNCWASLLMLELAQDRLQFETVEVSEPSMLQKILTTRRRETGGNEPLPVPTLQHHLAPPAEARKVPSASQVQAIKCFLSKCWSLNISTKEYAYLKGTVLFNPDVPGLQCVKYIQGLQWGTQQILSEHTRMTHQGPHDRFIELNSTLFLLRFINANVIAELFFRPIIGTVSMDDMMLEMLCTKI
DAX1 inh-2: inhibitors of DAX1 repression of SF-1 activated StAR promoter | AID 652010 | inhibition, % at 6.8 µM | 1.1% of 370,000 active | HEK293T StAR-luciferase reporter, SF-1/DAX-1 repression relief;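 active = inhibition above the mean over all tested compounds plus 3 SD, cut at about 3.6% in these data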;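 also: 0% = DAX-1 cells with DMSO and 100% = cells lacking DAX-1 with DMSO; higher inhibition means more luminescence from relief of DAX-1 repression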
ADAM17 inh: inhibitors of human ADAM17; P78536; recombinant ADAM17, EDANS/DABCYL FRET peptide cleavage; inhibition, % at 6.95 µM; 0.83% of 370,000 active;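 active = inhibition above the mean of compounds lying between control limits plus 3 SD, set per campaign, cut at about 8.5% in these data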;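 also: 0% = DMSO-only wells as the low control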
Target sequence (P78536 215-824 limits assumed): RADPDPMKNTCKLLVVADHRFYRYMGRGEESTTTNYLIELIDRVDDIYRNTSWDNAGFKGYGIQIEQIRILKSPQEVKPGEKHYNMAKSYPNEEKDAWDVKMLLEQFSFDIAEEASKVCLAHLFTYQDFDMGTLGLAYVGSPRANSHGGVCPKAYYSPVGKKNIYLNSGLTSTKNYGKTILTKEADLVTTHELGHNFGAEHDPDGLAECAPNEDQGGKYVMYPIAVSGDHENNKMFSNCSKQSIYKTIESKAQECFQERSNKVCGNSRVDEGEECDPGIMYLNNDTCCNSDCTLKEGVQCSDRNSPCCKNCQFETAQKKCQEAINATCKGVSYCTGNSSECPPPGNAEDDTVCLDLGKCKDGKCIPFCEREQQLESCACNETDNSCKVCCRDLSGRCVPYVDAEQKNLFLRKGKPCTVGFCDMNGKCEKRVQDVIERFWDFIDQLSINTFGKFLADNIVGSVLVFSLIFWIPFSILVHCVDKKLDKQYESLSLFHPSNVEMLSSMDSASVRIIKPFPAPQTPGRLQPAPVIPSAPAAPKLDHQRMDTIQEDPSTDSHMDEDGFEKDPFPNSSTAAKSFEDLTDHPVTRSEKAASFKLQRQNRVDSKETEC
* = called active by the depositor. Not a hit list. About 6.8% of those tested had a hit in this group.

For Cc1cc(C(=O)COC(=O)c2ccc(O)cc2)c(C)n1CC(F)(F)F the results were SMARCA2 act 2, NPR1 activator 0, hcDAF-12 act 8.9*, PG9 binder -2.1, ADAM10 inh -7, GAA850 FXN act 3.8, ssDAF-12 act 0.8, hgDAF-12 ag 15*, DAX1 inh-1 1.7, DAX1 inh-2 4.2* and ADAM17 inh -2.
Screening COc1cc(NC(=O)C2CCN(S(=O)(=O)c3cccc4nonc34)CC2)cc(OC)c1 returned SMARCA2 act -1, NPR1 activator -2, hcDAF-12 act -0.8, PG9 binder -1.2, ADAM10 inh 23*, GAA850 FXN act 0.6, ssDAF-12 act -1.5, hgDAF-12 ag -2.7, DAX1 inh-1 -0.5, DAX1 inh-2 -0.2 and ADAM17 inh 3.
For CC(C)CCNC(=O)C1CCC(=O)N1C(C)C (stereo not given) the results were SMARCA2 act 3, NPR1 activator -1, hcDAF-12 act -1.6, PG9 binder -4.6, ADAM10 inh 1, GAA850 FXN act 1.9, ssDAF-12 act -1.2, hgDAF-12 ag -1.4, DAX1 inh-1 2.9, DAX1 inh-2 0.6 and ADAM17 inh -1.
Screening O=Cc1cn(CC(O)Cn2cc(C=O)c3ccccc32)c2ccccc12 returned SMARCA2 act 0, NPR1 activator -8, hcDAF-12 act 1.7, PG9 binder 0.2, ADAM10 inh -5, GAA850 FXN act 0.3, ssDAF-12 act -0.4, hgDAF-12 ag 2.2, DAX1 inh-1 0.8, DAX1 inh-2 -0.2 and ADAM17 inh -3.
Cc1cccc(C)c1NC(=O)CCCSc1nnnn1C was read as SMARCA2 act -1, NPR1 activator 4, hcDAF-12 act -1.3, PG9 binder -2.0, ADAM10 inh 5, GAA850 FXN act 1.9, ssDAF-12 act -0.6, hgDAF-12 ag 1.8, DAX1 inh-1 0.8, DAX1 inh-2 0.7 and ADAM17 inh 2.
For Cc1cc(C)n2c(SCC(=O)NC3CCCCC3C)nnc2n1 (stereo not given) the results were SMARCA2 act -1, NPR1 activator 6, hcDAF-12 act -1.4, PG9 binder 0.2, ADAM10 inh -4, GAA850 FXN act 2.0, ssDAF-12 act -1.8, hgDAF-12 ag -0.4, DAX1 inh-1 1.4, DAX1 inh-2 -0.2 and ADAM17 inh -2.
For Cc1nnc(SCC(=O)Nc2sccc2C(N)=O)n1Cc1ccccc1 the results were SMARCA2 act -4, NPR1 activator -1, hcDAF-12 act -0.7, PG9 binder -0.3, ADAM10 inh -1, GAA850 FXN act 0.1, ssDAF-12 act -1.9, hgDAF-12 ag -0.5, DAX1 inh-1 -0.3, DAX1 inh-2 0.0 and ADAM17 inh -5.
`CCOC(=O)[C@@]12CCCC3=C1N(CCC3)C(=O)[C@H]2CC(=O)NCc1cccc(C(F)(F)F)c1` gave SMARCA2 act -2, NPR1 activator 3, hcDAF-12 act -0.3, ADAM10 inh 2, ssDAF-12 act -1.7, hgDAF-12 ag -0.1, DAX1 inh-2 -0.5 and ADAM17 inh -2.
Screening O=c1c2c([N+](=O)[O-])cc([N+](=O)[O-])cc2sn1Cc1ccccc1 returned SMARCA2 act -1, NPR1 activator 16, hcDAF-12 act 0.9, PG9 binder 0.5, ADAM10 inh -4, GAA850 FXN act 0.3, ssDAF-12 act -1.4, hgDAF-12 ag -1.2, DAX1 inh-1 0.1, DAX1 inh-2 -0.2 and ADAM17 inh 0.
`NS(=O)(=O)c1ccc(CNC(=O)c2ccc(Cl)c(S(=O)(=O)NCc3ccccc3)c2)cc1` gave SMARCA2 act 0, NPR1 activator -2, hcDAF-12 act -0.2, PG9 binder 1.3, ADAM10 inh -11, GAA850 FXN act 1.4, ssDAF-12 act -0.7, hgDAF-12 ag -1.5, DAX1 inh-1 0.4, DAX1 inh-2 -0.7 and ADAM17 inh -2.
CC(=O)Nc1ccc(S(=O)(=O)Nc2cc(C)c(-n3nc4ccccc4n3)cc2O)cc1 was read as SMARCA2 act 3, NPR1 activator -7, hcDAF-12 act -1.1, PG9 binder -1.7, ADAM10 inh -2, GAA850 FXN act -1.9, ssDAF-12 act -1.0, hgDAF-12 ag -0.1, DAX1 inh-1 2.1, DAX1 inh-2 -0.2 and ADAM17 inh 1.
COc1ccccc1NC(=O)C(CC(C)C)NC(=O)C1CCCCC1 (stereo not given) was read as SMARCA2 act 0, NPR1 activator -9, hcDAF-12 act -1.7, PG9 binder -0.1, ADAM10 inh -2, GAA850 FXN act -1.9, ssDAF-12 act -0.7, hgDAF-12 ag 0.3, DAX1 inh-1 0.0, DAX1 inh-2 -1.2 and ADAM17 inh -1.
Screening CCNC(=S)Nc1scc(-c2ccccc2)c1C(=O)OCC returned SMARCA2 act -5, NPR1 activator 2, hcDAF-12 act -1.2, PG9 binder -1.6, ADAM10 inh 26*, GAA850 FXN act 1.3, ssDAF-12 act -0.8, hgDAF-12 ag -0.3, DAX1 inh-1 0.0, DAX1 inh-2 -0.2 and ADAM17 inh 7.
Cc1ccc(NC(=O)CC(=O)Nc2ccc(C)cc2C)c(C)c1 was read as SMARCA2 act -1, NPR1 activator 3, hcDAF-12 act -0.2, PG9 binder -1.1, ADAM10 inh 4, GAA850 FXN act -0.5, ssDAF-12 act -1.6, hgDAF-12 ag 0.4, DAX1 inh-1 -0.2, DAX1 inh-2 -0.2 and ADAM17 inh -5.
`COc1ccc(C2(C)NC(=O)N(CC(=O)c3ccc4c(c3)OCO4)C2=O)cc1` (stereo not given) gave SMARCA2 act 1, NPR1 activator 2, hcDAF-12 act -0.2, PG9 binder -0.8, ADAM10 inh -15, GAA850 FXN act 0.6, ssDAF-12 act -1.3, hgDAF-12 ag 0.1, DAX1 inh-1 0.2, DAX1 inh-2 0.5 and ADAM17 inh -2.

Continued; it opens with the 2 that closed the last part.
Cc1ccc(NC(=O)CC(=O)Nc2ccc(C)cc2C)c(C)c1 was read as SMARCA2 act -1, NPR1 activator 3, hcDAF-12 act -0.2, PG9 binder -1.1, ADAM10 inh 4, GAA850 FXN act -0.5, ssDAF-12 act -1.6, hgDAF-12 ag 0.4, DAX1 inh-1 -0.2, DAX1 inh-2 -0.2 and ADAM17 inh -5.
`COc1ccc(C2(C)NC(=O)N(CC(=O)c3ccc4c(c3)OCO4)C2=O)cc1` (stereo not given) gave SMARCA2 act 1, NPR1 activator 2, hcDAF-12 act -0.2, PG9 binder -0.8, ADAM10 inh -15, GAA850 FXN act 0.6, ssDAF-12 act -1.3, hgDAF-12 ag 0.1, DAX1 inh-1 0.2, DAX1 inh-2 0.5 and ADAM17 inh -2.
For CCOc1ccc(N(CC(=O)Nc2ccc(C)c(C)c2)S(=O)(=O)c2c(C)noc2C)cc1 the results were SMARCA2 act -2, NPR1 activator -2, hcDAF-12 act 0.0, PG9 binder 0.3, ADAM10 inh 1, GAA850 FXN act -2.1, ssDAF-12 act -0.8, hgDAF-12 ag 9.5, DAX1 inh-1 -1.4, DAX1 inh-2 -0.9 and ADAM17 inh 3.
CCCCCc1nnc(NC(=O)OCCC)s1 was read as SMARCA2 act 3, NPR1 activator 5, hcDAF-12 act -1.5, PG9 binder 0.3, ADAM10 inh -2, GAA850 FXN act 2.3, ssDAF-12 act -0.8, hgDAF-12 ag 0.2, DAX1 inh-1 -0.5, DAX1 inh-2 -0.4 and ADAM17 inh 3.
For O=C(NCc1ccccc1Cl)c1ccc(-c2ccccc2)cc1 the results were SMARCA2 act 0, NPR1 activator 1, hcDAF-12 act 0.3, PG9 binder -0.6, ADAM10 inh -5, GAA850 FXN act 3.0, ssDAF-12 act -1.1, hgDAF-12 ag 4.3, DAX1 inh-1 -0.9, DAX1 inh-2 0.0 and ADAM17 inh -4.
Screening COc1cc(OC)cc(C(=O)N2CCC(n3c(C)nc4cc(F)ccc43)CC2)c1 returned SMARCA2 act -2, NPR1 activator 0, hcDAF-12 act -2.5, PG9 binder 3.2, ADAM10 inh -7, GAA850 FXN act -1.0, ssDAF-12 act -1.4, hgDAF-12 ag -0.9, DAX1 inh-1 -2.3, DAX1 inh-2 -0.5 and ADAM17 inh -4.
O=[N+]([O-])c1cccc(/C=N/N=C\c2ccccc2)c1 was read as SMARCA2 act -1, NPR1 activator 1, hcDAF-12 act -1.0, PG9 binder -1.4, ADAM10 inh 3, GAA850 FXN act 2.3, ssDAF-12 act -1.0, hgDAF-12 ag -1.1, DAX1 inh-1 -0.3, DAX1 inh-2 -0.4 and ADAM17 inh -5.
For CN(Cc1cccs1)C(=O)CN1CCN(S(=O)(=O)c2ccc3c(c2)OCCCO3)CC1 the results were SMARCA2 act -1, NPR1 activator 0, hcDAF-12 act -1.5, PG9 binder -1.7, ADAM10 inh 3, GAA850 FXN act 1.0, ssDAF-12 act -1.0, hgDAF-12 ag -1.1, DAX1 inh-1 -1.1, DAX1 inh-2 -1.7 and ADAM17 inh 0.
`O=C(CSc1nnnn1C1CCCC1)Nc1cccc(NC(=O)c2ccco2)c1` gave SMARCA2 act -2, NPR1 activator 2, hcDAF-12 act -1.2, PG9 binder 0.4, ADAM10 inh -1, GAA850 FXN act 0.5, ssDAF-12 act -1.7, hgDAF-12 ag 0.0, DAX1 inh-1 -0.3, DAX1 inh-2 -0.5 and ADAM17 inh -4.
COc1ccc(CC(=O)Nc2ccc(S(=O)(=O)N3CCC(C)CC3)cc2)c(OC)c1 was read as SMARCA2 act -3, NPR1 activator -2, hcDAF-12 act -0.5, PG9 binder -1.1, ADAM10 inh 8, GAA850 FXN act -0.2, ssDAF-12 act -0.8, hgDAF-12 ag -2.5, DAX1 inh-1 -0.8, DAX1 inh-2 -2.2 and ADAM17 inh 5.
For CCCCCN1CSC(=S)N(Cc2ccccc2)C1 the results were SMARCA2 act -1, NPR1 activator 4, hcDAF-12 act -1.9, PG9 binder -1.5, ADAM10 inh 7, GAA850 FXN act -2.2, ssDAF-12 act -1.2, hgDAF-12 ag 0.9, DAX1 inh-1 0.3, DAX1 inh-2 -0.2 and ADAM17 inh 3.
CCC(=NCc1ccco1)c1c(C(F)(F)F)[nH]n(-c2nc3ccccc3s2)c1=O was read as SMARCA2 act 5, NPR1 activator 2, hcDAF-12 act 1.7, PG9 binder 1.7, ADAM10 inh 3, GAA850 FXN act -9.3, ssDAF-12 act -0.2, hgDAF-12 ag 4.1, DAX1 inh-1 1.1, DAX1 inh-2 0.1 and ADAM17 inh 2.
For Cc1[nH]c2ccccc2c1Cc1n[nH]c(=S)n1C the results were SMARCA2 act 0, NPR1 activator -2, hcDAF-12 act 0.6, PG9 binder -1.6, ADAM10 inh 3, GAA850 FXN act 0.8, ssDAF-12 act -0.7, hgDAF-12 ag 1.1, DAX1 inh-1 1.3, DAX1 inh-2 -0.5 and ADAM17 inh -4.
`CCOC(=O)CSc1nc(C(C)C)nc2ccccc12` gave SMARCA2 act -1, NPR1 activator -3, hcDAF-12 act 0.7, PG9 binder 0.1, ADAM10 inh 0, GAA850 FXN act -0.5, ssDAF-12 act -1.2, hgDAF-12 ag 1.9, DAX1 inh-1 0.1, DAX1 inh-2 0.5 and ADAM17 inh -8.
